Rab9 prom act: qHTS Assay for Rab9 Promoter Activators. Huh7 Rab9 promoter-luciferase reporter, luminescence, 24 h. Potency, µM (titrated, usually from 9.22 µM), for the others: top-dose activation, negative = inhibition, actives largely listed as activators. 2.8% of 320,000 active. AID 485297, 2010; further: potency means the concentration at half of the fitted maximal effect; % of control where 0% means no effect; nearly all actives have a fitted effect of over 60% in size
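Steps: seed 1500 Huh7 Rab9-luc cells per well, rest 2 h at 37 °C; add compound in DMSO; incubate 24 h; add luciferase reagent, 10 min ambient; read luminescence.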
TRPV1 agonist: HTS Assay for Compounds that Act as Agonists of the Vanilloid Receptor 1. Transient receptor potential cation channel subfamily V member 1 (Homo sapiens), Q8NER1. TRPV1-expressing cells, Fluo-8 calcium influx, agonist mode. activation, % at 8.33 µM. 0.19% of 320,000 active. AID 540275, 2011; in the data active means activation above about 80%; inconclusive means between about 30% and that limit; further: 0% is about no effect
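Fluo-8 calcium influx in TRPV1-expressing cells, kinetic read (ex 480/em 520 nm). Compound added and read 3 min for agonist activity, followed by capsaicin at EC20 final and 2 min further read for enhancement.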
BRCA1 expr act: qHTS Assay to Identify Small Molecule Activators of BRCA1 Expression; 1.1% of 380,000 active; Potency, µM (top dose mostly 46.1 µM), without a hit: top-dose activation, usual class: activators; MCF7-BRCA1-FFLuc reporter, luminescence, 48 h; response scale: scaled: vehicle 0%, 10 µM genistein 100%; further: potency means the concentration at half of the fitted maximal effect; nearly all actives have a fitted effect of over 80% in size; some results filed as inactive show a strong effect at the top dose
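Activators of BRCA1 expression were detected as increased firefly luciferase luminescence in engineered MCF7 cells after 48 h compound incubation. Signals were scaled to genistein 10 microM as full activation.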
RORgamma inh: qHTS for inhibitors of ROR gamma transcriptional activity. Nuclear receptor ROR-gamma (Mus musculus), P51450. Drosophila S2 Gal4-RORgamma UAS-luciferase reporter, 20 h. Potency, µM (top dose mostly 53.6 µM), without a hit: at the highest dose activity change, negative = inhibition, usual class: inhibitors. 5.4% of 310,000 active; further: potency means the concentration at half of the fitted maximal effect; on the % scale 0 is the no-effect control and ±100 the full control effect; nearly all actives have a fitted effect of over 60% in size
Target sequence (P51450 whole entry, looked up, the tested form may be a part): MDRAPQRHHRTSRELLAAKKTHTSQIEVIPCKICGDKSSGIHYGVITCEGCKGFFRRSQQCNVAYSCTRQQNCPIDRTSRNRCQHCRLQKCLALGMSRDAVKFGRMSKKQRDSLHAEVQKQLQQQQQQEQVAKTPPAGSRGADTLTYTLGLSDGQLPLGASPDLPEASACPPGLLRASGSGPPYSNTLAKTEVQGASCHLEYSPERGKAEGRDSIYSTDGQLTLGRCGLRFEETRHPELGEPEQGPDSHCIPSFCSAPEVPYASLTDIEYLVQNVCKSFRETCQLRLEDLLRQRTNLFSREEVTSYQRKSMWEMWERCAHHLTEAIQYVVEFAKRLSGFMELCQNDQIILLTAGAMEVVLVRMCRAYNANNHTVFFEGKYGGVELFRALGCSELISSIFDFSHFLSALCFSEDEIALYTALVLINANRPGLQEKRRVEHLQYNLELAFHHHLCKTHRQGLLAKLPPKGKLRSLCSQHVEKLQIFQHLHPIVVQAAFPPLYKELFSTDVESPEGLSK
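Compounds are pin-transferred onto Drosophila Schneider cells expressing a copper-inducible Gal4–ROR gamma transactivation domain fusion. After 1 hr, copper sulfate is added to 700 uM final; luciferase is read 20 hr later.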
NPC1 prom act: qHTS Assay for NPC1 Promoter Activators | Huh7 NPC1 promoter luciferase reporter, 24 h | Potency, µM (series often up to 9.22 µM), inactives show at the top dose activation, actives largely listed as activators | 2.4% of 320,000 active;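 further: potency means the concentration at half of the fitted maximal effect; % of control where 0% means no effect; nearly all actives have a fitted effect of over 60% in size; reporter is driven by a mutant NPC1 promoter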
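Luminescence from an NPC1 promoter-driven luciferase reporter in stably transfected Huh7 cells was measured after 24 h compound treatment at 37 °C, followed by 10 min ambient incubation with luciferase detection reagent.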
FLuc modulator: qHTS profiling assay for firefly luciferase inhibitor/activator using purifed enzyme and Km concentrations of substrates (counterscreen for miR-21 project). Luciferin 4-monooxygenase (Photinus pyralis), P08659. purified FLuc, Km substrates, luminescence inhibition. Potency, µM (doses to about 57.5 µM), without a hit: at the highest dose activity change, negative = inhibition, most hits filed as inhibitors. 6.9% of 360,000 active. AID 588342, 2011;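 further: potency means the concentration at half of the fitted maximal effect; plate controls were vehicle for no effect and reference inhibitor for full effect; nearly all actives have a fitted effect of over 55% in size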
Target sequence (P08659 whole entry, looked up): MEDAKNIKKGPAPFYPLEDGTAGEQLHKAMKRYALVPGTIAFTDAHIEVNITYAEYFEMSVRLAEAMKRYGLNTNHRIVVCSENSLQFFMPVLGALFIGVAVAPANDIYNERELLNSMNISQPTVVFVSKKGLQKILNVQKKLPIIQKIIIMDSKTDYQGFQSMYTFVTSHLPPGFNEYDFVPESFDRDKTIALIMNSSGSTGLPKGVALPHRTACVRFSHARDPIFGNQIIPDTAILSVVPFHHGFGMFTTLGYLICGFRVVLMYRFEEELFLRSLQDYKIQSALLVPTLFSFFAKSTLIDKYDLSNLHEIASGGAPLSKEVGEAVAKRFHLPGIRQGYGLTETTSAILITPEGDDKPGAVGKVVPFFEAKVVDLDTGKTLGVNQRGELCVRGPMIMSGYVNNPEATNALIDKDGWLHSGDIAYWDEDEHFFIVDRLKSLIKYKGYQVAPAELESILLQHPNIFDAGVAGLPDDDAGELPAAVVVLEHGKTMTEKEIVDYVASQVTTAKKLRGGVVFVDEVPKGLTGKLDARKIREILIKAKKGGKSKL
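Purified P. pyralis luciferase, 10 nM final, with Km-level 10 uM D-luciferin and 10 uM ATP in 50 mM Tris acetate pH 7.5, 10 mM Mg acetate, 0.01% Tween-20, 0.05% BSA; 6-point qHTS titration about 60 µM downward; luminescence read.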
VP16 counter: VP16 counterscreen qHTS for inhibitors of ROR gamma transcriptional activity; AID 2546, 2010; 3.5% of 310,000 active; Potency, µM (series often up to 53.6 µM), for inactives: at the highest dose activity, negative = inhibition, usual class: inhibitors; Drosophila S2 Gal4-VP16 UAS-luciferase, luminescence, 20 h;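 further: Gal4-VP16 expression switched on by copper sulfate through the metallothionein promoter; potency means the concentration at half of the fitted maximal effect; on the % scale 0 is the no-effect control and ±100 the full control effect; nearly all actives have a fitted effect of over 50% in size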
p53 reactivator: qHTS assay for re-activators of p53 using a Luc reporter; H1299 p53-A138V BP100-luciferase reporter, luminescence, 24 h; Potency, µM (highest dose often 92.2 µM), without a hit: top-dose activity change, positive = activation, usual class: activators; 0.063% of 320,000 active; AID 504706, 2011; further: potency means the concentration at half of the fitted maximal effect; % of control where 0% means no effect; nearly all actives have a fitted effect of over 45% in size
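p53-null H1299 cells stably carrying temperature-sensitive p53-A138V and a BP100-luciferase reporter were pinned with compounds (4-point, 1:5 series) and held 24 hrs at 37 deg C. Luminescence was read 10 min after detection reagent.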
ELG1 repair inh: qHTS screen for small molecules that inhibit ELG1-dependent DNA repair in human embryonic kidney (HEK293T) cells expressing luciferase-tagged ELG1. Potency, µM (highest dose often 46.1 µM), inactives show at the highest dose activity change, negative = inhibition, usual class: inhibitors. HEK293T ELG1-luciferase reporter, luminescence, 16 h; DNA damage induced by 5-fluorouridine. 2.3% of 330,000 active; further: potency means the concentration at half of the fitted maximal effect; on the % scale 0 is the no-effect control and ±100 the full control effect; nearly all actives have a fitted effect of over 55% in size
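Overnight (16 hr) co-exposure of 2,000 cells/well to 5-fluorouridine and compound at 37 °C preceded detection. Luciferase was quantified via ONE-Glo luminescence; loss of signal denotes inhibition.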
Tb PFK inh: qHTS Assay to Find Inhibitors of T. brucei phosphofructokinase. 0.17% of 330,000 active. T. brucei PFK, ADP-Glo luminescence. ATP-dependent 6-phosphofructokinase (Trypanosoma brucei brucei), O15648. Potency, µM (doses to about 57.5 µM), for the others: at the highest dose activity, negative = inhibition, hits mostly inhibitors;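 further: potency means the concentration at half of the fitted maximal effect; 0% = uninhibited 1x PFK enzyme wells and -100% = no-enzyme wells; nearly all actives have a fitted effect of over 60% in size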
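ADP-Glo luminescence quantified ADP after 45 min at room temperature, with 1.25 nM T. brucei PFK, 0.1 mM ATP and 0.5 mM fructose-6-phosphate in pH 8.0 TEA buffer. qHTS titrations up to 57 µM; curves classified by quality.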
ELG1 genotoxic: qHTS screen for small molecules that induce genotoxicity in human embryonic kidney (HEK293T) cells expressing luciferase-tagged ELG1; HEK293T ELG1-luciferase reporter, luminescence, 16 h; Potency, µM (titrated, usually from 46 µM), without a hit: top-dose activity change, positive = activation, actives largely listed as activators; 1.3% of 330,000 active; further: potency means the concentration at half of the fitted maximal effect; % of control where 0% means no effect; nearly all actives have a fitted effect of over 60% in size
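Genotoxicity was scored as increased ELG1-luciferase reporter signal, measured by ONE-Glo luminescence (30 min, room temperature). Compound or vehicle exposure of the HEK293T reporter cells lasted 16 hr at 37°C.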
Starred values were filed as active, the others as inactive; ? = inconclusive; . = not tested or not shown; & = joins results of further samples; [ ] = another dose, or the depositor's remark. Unless noted, the call rests on the fitted dose curve; in most records, active means well fitted curve in the direction sought with a large enough effect; inconclusive means small, poorly fitted or top-dose-only effect, or another doubt; inactive means no such curve, though single readings can be large; an effect the other way counts as inactive or inconclusive.

SMILES | Rab9 prom act | TRPV1 agonist | BRCA1 expr act | RORgamma inh | NPC1 prom act | FLuc modulator | VP16 counter | p53 reactivator | ELG1 repair inh | Tb PFK inh | ELG1 genotoxic
S=c1[nH]nc(COc2ccccc2)n1/N=C/c1c(Cl)cccc1Cl | -4% | 5 | -3% | 3.5µM* | -6% | 1% | -29% | -5% | -11% | -3% | 2%
COCCNC(=O)c1ccccc1NC(=O)c1cccc([N+](=O)[O-])c1C | -4% | 4 | 0% | 31% | -2% | 5% | 5% | -3% | 0% | 4% | -2%
COc1ccc(-c2nnn(-c3cc(Cl)cc(Cl)c3)c2N)cc1 | 1% | ? | -6% | 17% | 2% | -19% | 2% | 0% | ? | -10% | 1%
COc1cccc(CN2CCN(CCc3ccccc3)C(CCO)C2)c1OC (stereo not given) | -10% | -1 | -3% | 5% | -4% | 1% | 6% | 3% | 9% | 0% | -4%
CC(C)c1ccc(-c2nc(N3CCCCC3)[nH]c(=O)c2C#N)cc1 | 0% | 0 | 1% | -32% | -4% | -1% | -5% | -10% | 8% | 3% | 0%
COc1ccc(S(=O)(=O)N2CCOC2CNC(=O)C(=O)NCc2ccco2)cc1OC (stereo not given) | -3% | -14 | 8% | 2% | 1% | -2% | 8% | 6% | 6% | -2% | 1%
Oc1ccccc1N1CCN(c2nnnn2-c2ccccc2)CC1 | -4% | 8 | 13% | -4% | -3% | 2% | -10% | -2% | -13% | 2% | -2%
CC(=O)C1=C(O)C(=O)N(CCc2c[nH]c3ccccc23)C1c1cccc(O)c1 (stereo not given) | 2% | -4 | -1% | -16% | 5% | 4% | -4% | -5% | -1% | -12% | 0%
Cc1ccc(S(=O)(=O)NNC(=O)CCC(=O)Nc2ccc(C)c(C)c2)cc1 | -3% | 6 | 1% | 3% | -7% | -3% | -10% | 0% | 3% | -1% | -4%
Cc1oc2cc3oc(=O)c(CCC(=O)NCCCN4CCOCC4)c(C)c3cc2c1C | 0% | -2 | 52% | -18% | 6% | -14% | 12% | . | ? | 1% | 19%
CCCCn1c(N)c(N(CCC(C)C)C(=O)COC(=O)/C=C/c2ccc(F)cc2)c(=O)[nH]c1=O | . | . | -30% | . | . | . | . | 2% | -15% | 0% | 19%
O=C(COC(=O)c1cccs1)Nc1ccccc1C(F)(F)F | -2% | -10 | -3% | ? | 0% | 1% | 8% | -2% | -8% | 5% | -6%
N#CCCSc1ncnc2c1oc1ccccc12 | 4% | 3 | -23% | 10% | 6% | -15% | -18% | -3% | 19% | 2% | 6%
O=C(CSc1ncn[nH]1)Nc1ccccc1C(=O)O | -5% | -2 | -6% | 15% | -3% | 3% | 1% | 5% | 10% | 2% | -1%
CCOC(=O)CSc1nnc(-c2ccccc2)c(=O)[nH]1 | 3% | 0 | 1% | 31% | 6% | 4% | 10% | 1% | ? | 3% | -1%
NC(=O)CN1CCN(C(=O)NC2CCCCC2)CC1 | 0% | . | -5% | 15% | -1% | 1% | -1% | 8% | 15% | 1% | 0%
Cc1cc(-c2ccc(C)c(S(=O)(=O)NCc3cccc(Br)c3)c2)on1 | -1% | 7 | -29% | -29% | -1% | 3%&-4% | 4% | 7% | ? | 0% | 1%[9.26 µM]
O=C(CSCCO)Nc1ccccc1 | . | 1 | -1% | 13% | . | 1% | 13% | . | . | . | .
CC(C)N(C)S(=O)(=O)c1ccc(Cl)c(C(=O)O)c1 | 9% | 3 | -17% | 0% | -5% | 5% | -1% | 1% | -14% | 1% | 1%
COc1cccc(NC(=O)C(=O)NCCCN2CCCC2=O)c1 | 28% | -7 | 79% | . | ? | 19µM* | . | 13% | ? | -4% | ?
CCOCCc1nnc(NC(=O)Cc2ccc(Br)cc2)s1 | 8% | 4 | 4% | 16% | -2% | 2% | 11% | 1% | 6% | -2% | 4%
CCOc1ccccc1N(CC(=O)N1CCCC1)S(C)(=O)=O | 13% | 3 | 6% | -14% | -1% | -2% | -1% | 1% | -9% | 3% | 3%
CCOC(=O)c1c(C)[nH]c(C(=O)NNC(=O)c2ccccc2F)c1C | . | . | ? | . | . | . | . | ? | ? | -11% | ?
CSc1ccc(C(=O)C2CCCN(C(=O)c3nn(C)c(=O)c4ccccc34)C2)cc1 (stereo not given) | 1% | 0 | -56% | 11% | -5% | -2% | 4% | -1% | 7% | 8% | -1%
Cc1cc(=O)n(C)c(=O)n1CCCCOc1ccc([N+](=O)[O-])cc1 | 4% | -9 | -25% | -2% | -3% | -3% | ? | -3% | -1% | -8% | -7%

In the list so far, four contain an aryl methoxy group:
SMILES | Rab9 prom act | TRPV1 agonist | BRCA1 expr act | RORgamma inh | NPC1 prom act | FLuc modulator | VP16 counter | p53 reactivator | ELG1 repair inh | Tb PFK inh | ELG1 genotoxic
COc1ccc(-c2nnn(-c3cc(Cl)cc(Cl)c3)c2N)cc1 | 1% | ? | -6% | 17% | 2% | -19% | 2% | 0% | ? | -10% | 1%
COc1cccc(CN2CCN(CCc3ccccc3)C(CCO)C2)c1OC (stereo not given) | -10% | -1 | -3% | 5% | -4% | 1% | 6% | 3% | 9% | 0% | -4%
COc1ccc(S(=O)(=O)N2CCOC2CNC(=O)C(=O)NCc2ccco2)cc1OC (stereo not given) | -3% | -14 | 8% | 2% | 1% | -2% | 8% | 6% | 6% | -2% | 1%
COc1cccc(NC(=O)C(=O)NCCCN2CCCC2=O)c1 | 28% | -7 | 79% | . | ? | 19µM* | . | 13% | ? | -4% | ?

Remaining list, next part.
SMILES | Rab9 prom act | TRPV1 agonist | BRCA1 expr act | RORgamma inh | NPC1 prom act | FLuc modulator | VP16 counter | p53 reactivator | ELG1 repair inh | Tb PFK inh | ELG1 genotoxic
CC(Sc1ncn[nH]1)C(=O)NCc1ccccc1 (stereo not given) | 0% | -4 | 7% | -20% | 0% | 5% | -8% | 9% | 1% | 2% | 0%
COCCn1cnc2c1c(=O)n(CC(=O)OCC(=O)NCCCc1ccccc1)c(=O)n2Cc1ccccc1 | -2% | 26 | 8% | ? | -1% | 4% | -22% | 5% | 3% | -1% | -1%
COc1ccc(/C(O)=C2/C(=O)C(=O)N(c3ncccn3)C2c2ccc(OC)c(OC)c2)cc1 (stereo not given) | 2% | -2 | -3% | -14% | 10% | 2% | -3% | 3% | 12% | 14% | -15%
CCOC(=O)[C@H]1[C@H]2COc3cc(OC)ccc3[C@@H]2N2C(=O)N(c3cccc(F)c3)C(=O)[C@@]12C | . | . | 0% | . | . | . | . | -2% | -7% | 0% | -3%
O=C(NCCc1ccccc1)c1cccnc1N1CCCCCC1 | -7% | 8 | -1% | 22%[10 µM] | -2% | 4% | 2% | -5% | -23% | 1% | -4%
Cc1ccc2[nH]c3c(c2c1)CN(C(=O)CN1CCCCC1)CC3 | 1% | 11 | -22% | 30% | ? | 3% | 6% | -3% | -9% | -5% | -4%
CCN(CC)c1nc2cc(C)ccc2cc1/C=C(\C#N)C(N)=O | 18% | ? | -28% | -16% | 19% | -11% | -13% | 1% | 4% | -2% | 10%
Cc1[nH]c(=O)[nH]c(=O)c1S(=O)(=O)NCC12CC3CC(CC(C3)C1)C2 | -3% | -2 | -1% | 14% | 0% | 0% | 5% | -1% | -1% | -3% | 0%
Cc1cccc(OCc2nnc(SCC(=O)N3CCN(C(=O)c4ccco4)CC3)n2C)c1C | 3% | -2 | -20% | -1% | 3% | 0% | 1% | 5% | -12% | -4% | -1%
COc1cccc(COC(=O)C2CCN(C(=O)c3ccccc3C)CC2)c1OC | -1% | 0 | -4% | 15% | 0% | 2% | -7% | 1% | ? | -9% | 0%

With a hit mark in RORgamma inh, among the entries above:
| SMILES | TRPV1 agonist | BRCA1 expr act | RORgamma inh | NPC1 prom act | p53 reactivator | Tb PFK inh |
| --- | --- | --- | --- | --- | --- | --- |
| S=c1[nH]nc(COc2ccccc2)n1/N=C/c1c(Cl)cccc1Cl | 5 | -3% | 3.5µM* | -6% | -5% | -3% |

Compound activity: PubChem, National Center for Advancing Translational Sciences (NCATS)
